# UHRF1 MBD2 ctr: blocks human UHRF1 binding to methylated DNA. inhibition, % at 4.4 µM. UHRF1 binding to methylated oligo, TR-FRET. Q96T88. hit rate 0.75% among 370,000; in the data active = inhibition above about 21%;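 note: UHRF1 SRA domain binding a hemimethylated CpG hairpin DNA probe; 0% = median of test compound wells and 100% = reference inhibitor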
# PG9 Ab binder: small molecules binding HIV-1 gp120 antibody PG9; TR-FRET gp120-PG9 antibody binding; inhibition, % at 6.7 µM; hit rate 0.43% among 360,000; AID 624416; in the data active = inhibition above about 8.5%
# SIAE inh: human SIAE inhibition, primary screen; Q9HAT2; inhibition, % at 9.66 µM; SIAE FP-Rh probe binding, fluorescence polarization; hit rate 0.69% among 370,000;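 active = inhibition above a cutoff: mean of compounds within the control limits plus 3 SD of those, cut at about 17% in these data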;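 note: 0% = plate median of compound wells and 100% = probe without SIAE protein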
# LEDGF integ inh: blocks HIV-1 LEDGF/p75-dependent DNA integration; TR-FRET IN-LEDGF/p75 DNA integration, Eu/Cy5; inhibition, % at 3.7 µM; hit rate 0.64% among 370,000; AID 743269;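 active = inhibition above the screen-wide mean plus 3 SD, cut at about 13% in these data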;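 note: signal is the Cy5 over europium emission ratio at 671 and 618 nm; 0% = plate median of compound wells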
# DDE Tn7 FP inh: inhibitors of Tn7 peptide binding to human fibrin DD(E); hit rate 0.13% among 370,000; inhibition, % at 8.3 µM; P02675; FP displacement of FITC-Tn7 peptide from fibrin DD(E); 0% = median of compound wells per plate;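 active = inhibition above the mean of compounds falling within the control limits plus 3 SD of them, cut at about 14% in these data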;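 note: 0% = plate median of compound wells and 100% = 10 µM Aha-Tn7 peptide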
# Target sequence (P02675 whole entry, looked up): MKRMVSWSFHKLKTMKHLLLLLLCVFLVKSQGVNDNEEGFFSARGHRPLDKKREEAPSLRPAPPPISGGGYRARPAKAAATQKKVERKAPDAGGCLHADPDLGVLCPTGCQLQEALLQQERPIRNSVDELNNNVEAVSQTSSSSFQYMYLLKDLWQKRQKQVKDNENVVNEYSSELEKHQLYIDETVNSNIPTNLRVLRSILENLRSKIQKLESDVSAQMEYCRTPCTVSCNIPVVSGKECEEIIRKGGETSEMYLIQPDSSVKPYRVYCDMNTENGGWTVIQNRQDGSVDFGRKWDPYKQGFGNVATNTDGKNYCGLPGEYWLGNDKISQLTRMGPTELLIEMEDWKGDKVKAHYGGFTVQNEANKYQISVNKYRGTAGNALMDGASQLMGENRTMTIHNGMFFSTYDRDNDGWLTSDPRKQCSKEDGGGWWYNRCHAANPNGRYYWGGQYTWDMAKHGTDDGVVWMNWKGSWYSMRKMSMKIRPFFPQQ
#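 Test system: human clot-derived fibrin DD(E) complex / Quantity: 2 µM final DD(E) protein / Incubation: 10 min plus 3 h, room temperature / Measured by: fluorescence polarization / Benchmarks: high control of 10 µM Aha-Tn7 peptide / Replicates: singlicate testing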
# ABHD4 inh: inhibitors of mouse ABHD4 | Q8VD66 | purified mABHD4, FP-Rh probe fluorescence polarization | inhibition, % at 8.92 µM | hit rate 0.54% among 370,000 | AID 720543;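 active = inhibition exceeding the mean over every tested compound plus 3 SD, cut at about 30% in these data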;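 note: 0% = plate median of compound wells and 100% = S159A mutant with DMSO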
#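 System: mouse ABHD4 enzyme, wild type / Medium: HEPES pH 7.0, NaCl, Pluronic buffer / Reagent: FP-Rh activity-based fluorescent probe / Control set: S159A mutant high control, sample median low control / Detection: fluorescence polarization with parallel and perpendicular emission, 525/598 nm / Schedule: 45 min + 60 min at 25 °C / Compound dosing: 8.92 µM, single dose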
# TCR CD3 inh: inhibitors of human TCR-CD3 interaction; inhibition, % at 9.4 µM; TAMRA-labeled TCR probe fluorescence, biochemical; AID 651800; hit rate 0.37% among 360,000; in the data active = inhibition above about 19%;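 note: recombinant mutant TCR 2C K166C tagged with TAMRA read by polarization; 0% = receptor in buffer alone and 100% = receptor with positive control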
# TDP2 absorb: blocks human TDP2 phosphodiesterase activity; AID 720702; hit rate 0.34% among 370,000; recombinant TDP2, T5PNP hydrolysis, p-nitrophenol absorbance 415 nm; inhibition, % at 12.8 µM;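 active = inhibition above the mean of all tested compounds plus 3 SD, set per campaign, cut at about 25% in these data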;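 note: 0% = DMSO with enzyme and 100% = buffer with substrate but no TDP2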
# Target sequence (O95551 whole entry, looked up): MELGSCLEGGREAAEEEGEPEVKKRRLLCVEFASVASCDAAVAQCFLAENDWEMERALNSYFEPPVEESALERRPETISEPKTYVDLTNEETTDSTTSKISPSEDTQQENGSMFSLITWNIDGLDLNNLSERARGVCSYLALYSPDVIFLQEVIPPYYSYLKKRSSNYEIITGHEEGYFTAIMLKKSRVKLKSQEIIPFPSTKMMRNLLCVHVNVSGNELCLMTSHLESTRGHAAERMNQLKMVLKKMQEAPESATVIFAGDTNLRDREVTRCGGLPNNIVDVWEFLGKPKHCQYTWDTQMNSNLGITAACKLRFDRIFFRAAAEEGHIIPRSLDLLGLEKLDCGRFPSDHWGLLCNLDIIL
#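 Assay system: Recombinant human TDP2 | Quantity: 120 nM TDP2 per well | Incubation: 2 h at 37 °C | Signal: Epi absorbance | Evaluation: Percent inhibition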
# PRMT1 inh: inhibitors of human PRMT1 | inhibition, % at 2.79 µM | Q99873 | recombinant PRMT1, activity-based probe fluorescence polarization | hit rate 1.3% among 370,000 | AID 652257;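 active = inhibition above about 21% made by adding two undisclosed values, limit read from the data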
# HTRA1 inhibitor: HTRA1 (human) protease inhibition; Q92743; recombinant HTRA1, FP-rhodamine activity-based probe, fluorescence polarization; inhibition, % at 5.96 µM; hit rate 0.5% among 340,000; AID 504803; in the data active = inhibition above about 36%;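 note: 0% = enzyme with DMSO and 100% = wells lacking enzyme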
# Active calls of the source: *; . = no result given. Outcome played no part in choosing rows; about 4.2% have a hit in one of these screens.
UHRF1 MBD2 ctr	PG9 Ab binder	SIAE inh	LEDGF integ inh	DDE Tn7 FP inh	ABHD4 inh	Compound	TCR CD3 inh	TDP2 absorb	PRMT1 inh	HTRA1 inhibitor
2	-0.4	3	1	3	1	Cc1oc(-c2ccccc2Cl)nc1CS(=O)CC(=O)NCc1ccc2c(c1)OCO2 (configuration not stated)	0	1	2	-5
0	0.1	-2	-4	3	5	CN1CCN(C(=O)CCN2C(=O)c3ccccc3C2=O)CC1	3	12	0	8
-1	1.2	0	1	0	-11	Cc1c(Br)c([N+](=O)[O-])nn1C(C)C(=O)N1CCCc2ccccc21 (configuration not stated)	-5	3	0	14
-4	-9.5	8	-3	3	4	Cc1cc(-c2ccccc2)nc(N/N=C/c2ccc(N(C)C)cc2)n1	2	5	-2	-3
-1	-1.1	5	0	0	2	CCOC(=O)C1(C)CCCN(C(=O)c2cccc(Cl)c2)C1 (configuration not stated)	1	6	-1	.
-1	0.7	-5	-3	-2	2	Cc1ccc(C(=O)NC2CCCCNC2=O)cc1C (configuration not stated)	1	-1	-3	4
-1	-1.0	1	-2	5	6	O=C(CSCc1ccc(Cl)cc1Cl)Nc1nccs1	-4	1	2	-2
-10	-14	14	11	-4	36*	CCN(CC)c1ccc(N=Cc2c(C)[nH]c3ccccc23)cc1	-5	8	14	50*
-1	0.0	-5	5	8	-9	CSc1ccc(CSCC(=O)N2CCN(S(=O)(=O)c3ccc(C)cc3C)CC2)cc1	11	-6	-6	-24
-18	-2.4	3	-1	-4	-2	CN(CCO)c1cc(N2CCCCC2)c2nonc2c1[N+](=O)[O-]	1	-10	-2	7
-7	-0.1	-14	-3	2	-7	CSc1cccc(NC(=O)CCCOc2cc(=O)n(C)c3ccccc23)c1	-1	3	-2	.
0	-1.4	-2	1	3	-2	O=C(Cc1cc(=O)[nH]c(=O)[nH]1)NCc1ccccc1	7	3	-3	0
5	0.7	-7	2	-6	-9	O=C(Cc1cccc2ccccc12)N1CC[C@@]2(O)CCCC[C@H]2C1	-2	-15	5	-5
1	-0.1	2	1	-5	3	O=C(CN1CCN(Cc2ccccc2)CC1)N1CCN(c2ccccc2)CC1	5	0	-2	3
2	-5.8	-7	-2	7	-14	COc1cccc(OC)c1C(=O)Nc1ccccc1N1CCCC1	9	-13	0	-1
0	-0.6	-1	0	6	8	CCCN=C1N(C)C[C@@H]2[C@@H]3C(=O)N(Cc4ccccc4)C(=O)[C@@H]3[C@](Cc3ccccc3)(C(=O)OC)N12	2	3	-1	5
1	1.1	-3	-1	-2	10	O=C(c1ccccc1)C(Cn1cncn1)C(Sc1ccccc1)c1ccccc1 (configuration not stated)	1	8	3	0
6	-3.7	-6	6	-4	-11	COc1cc(C=O)c(Cl)cc1OCC(N)=O	-13	-8	-2	3
4	0.5	5	2	-1	-3	COc1cccc2c1Oc1ncccc1N(C(=O)CCC(=O)NCc1cccc(C)c1)C2	0	-4	6	-2
4	1.0	-2	5	-1	2	CC(=O)c1cccc(NC(=O)C2CCN(S(=O)(=O)c3ccccc3)CC2)c1	3	-8	-5	-2
-1	-1.2	0	2	1	1	COc1ccc(C(=O)N/C(=C\c2cn(S(=O)(=O)N(C)C)c3ccccc23)C(=O)N2CCOCC2)cc1	12	0	-3	-5
5	-1.1	-7	-7	3	1	CC(=O)Nc1ccc(NC(=O)c2nc(-c3ccccc3)oc2C)cc1	-3	1	3	-4
-3	-0.6	3	-4	3	-3	CCC(=O)NC(C)c1nc2ccccc2n1C (configuration not stated)	-4	9	1	4
0	1.2	-12	4	3	7	COc1cc2c3nnc(-c4ccc(F)cc4)c-3cn(Cc3cccc(C)c3)c2cc1OC	3	-5	-1	-5
-2	3.2	-1	0	5	0	Cc1nn(C)c(Cl)c1C(N)=O	3	4	2	-3
0	-0.9	-5	-1	3	4	C=CCC(CC=C)(NC(=O)c1ccccc1)c1ccccc1	-2	-2	-3	1
5	1.4	-3	-9	-2	-1	CCNC(=S)N1CCN(S(=O)(=O)c2ccc(C)c(C)c2)CC1	-9	-16	-1	1
1	-0.7	6	0	9	1	CCc1ccc(NC(=O)C2CCCN(S(C)(=O)=O)C2)cc1 (configuration not stated)	9	5	1	-2
2	1.2	1	0	-1	3	COc1cc2c(cc1OC)C(C)N(S(=O)(=O)c1ccc(Cl)nc1)CC2 (configuration not stated)	2	0	1	-1
-3	-0.1	-3	-1	2	-4	COc1ccc(NC(=O)c2ccc(NCC3CCCO3)c([N+](=O)[O-])c2)cc1 (configuration not stated)	4	-10	0	-15
1	-0.2	-1	2	-1	12	COc1ccc(N2C(=O)C3C(c4ccc(C(=O)O)cc4)NC(Cc4ccccc4)(C(=O)O)C3C2=O)c([N+](=O)[O-])c1 (configuration not stated)	-7	-7	13	-2
2	-1.5	2	-3	4	0	C/C(=N\NC(N)=S)C12CC3CC(CC(C3)C1)C2	-3	2	5	-9
-1	.	3	0	-8	-1	C[C@H]1[C@@H](OC(=O)NCc2cccc(C(F)(F)F)c2)CC[C@@]23CCCN2C(=O)CCC[C@@H]13	.	1	-6	.
-1	-1.4	3	-6	5	-1	CNc1cc(N2CCN(S(=O)(=O)N(C)C)CC2)ccc1[N+](=O)[O-]	-1	4	4	0
0	-1.1	-3	1	6	2	Cc1ccc(NC(=O)C2CC(=O)N(C(C)c3ccccc3)C2)cc1 (configuration not stated)	-2	1	1	0
1	0.9	9	-4	1	-3	CCOC(=O)N1CCC(Nc2c(NCCCN(C)Cc3ccccc3)c(=O)c2=O)CC1	2	-3	-4	2
8	-0.1	-5	1	0	-18	O=C(Nc1ccc(Cl)cc1Cl)NC1CCN(S(=O)(=O)c2ccc(F)cc2)CC1	1	-23	7	6
0	.	-9	-1	-2	-1	CCC[C@H]1[C@@H](OC(=O)NC2CCC2)CC[C@@]23CCCN2C(=O)CCC[C@@H]13	.	-2	3	.
2	0.5	1	5	-5	4	c1coc(CN=C2NC(=NCc3ccco3)c3ccccc32)c1	5	-2	9	8
7	-0.8	-3	1	-6	10	Cc1ccc(-n2nnnc2SCC(=O)Nc2ccc(N3CCN(C)CC3)cc2)c(C)c1	6	-8	-3	4
-1	-2.6	-4	-1	5	3	COc1ccc(S(=O)(=O)Nc2c(NC3CCCCC3)c3ccccc3oc2=O)cc1	8	10	1	-20
7	0.4	-7	-1	0	6	O=C(c1ccoc1)N1CCC2(CC1)Oc1ccc(Cl)cc1C(=O)C21CC(c2ccc(Cl)cc2)=NO1 (configuration not stated)	-4	-2	2	-15
-3	0.0	6	-1	2	12	Cc1ccc(-c2nc3cnccn3c2Nc2ccccc2)o1	6	-3	67*	4
0	-1.1	-1	-4	5	-2	COc1ccc(C(O)P(=O)(OC(C)C)OC(C)C)cc1OC (configuration not stated)	-1	8	-3	2
0	-0.3	0	1	-3	9	CCc1c(C)nc2cc(-c3ccc(OC)c(OC)c3)nn2c1NCC1CC1	-9	-9	-2	-46
1	0.8	-3	1	2	4	COC(=O)c1ccc(C(=O)N2CCCC(Nc3ccc(F)c(F)c3)C2)cc1 (configuration not stated)	5	-16	1	4
0	-1.6	2	1	-4	3	CCCCC(CC)CN1C(=O)/C(=C/c2ccncc2)SC1=S (configuration not stated)	6	7	-1	-1
-3	-0.1	8	2	0	4	Cc1cc(C)c(NC(=O)CN(C2CCCCC2)C2CCCCC2)c(C)c1	0	9	-9	-9
-1	.	-4	5	-2	0	C[C@H](C(=O)N(C)c1ccccc1)[C@@H](O)c1ccc(Cl)cc1	.	0	-5	.
-2	2.0	-12	-3	5	-27	CC(=O)c1ccc(-c2cnc3c(NC=O)cc(-c4ccccc4Oc4ccccc4)cn23)cc1	7	-7	1	.
-2	-1.1	7	5	-1	16	COc1cc(/C=C/C(=O)O)cc(S(=O)(=O)Nc2ccc3nc(C)sc3c2)c1OC	5	6	25*	4
7	0.2	4	1	1	-7	Cn1c(SCC(=O)N2CCCCCC2)nc2c([nH]c3ccccc32)c1=O	-1	4	-1	-3
1	1.0	2	-2	-3	4	Cc1ccc(OCCC(=O)OC(C)C(=O)NC2CC2)cc1 (configuration not stated)	-2	1	2	5
-1	0.0	-7	-5	2	0	COc1ccc(C2(c3ccc(OC)cc3)NC(=O)N(CC(=O)NC3(C#N)CCCCC3)C2=O)cc1	-13	-5	0	-12
0	2.3	-2	-3	0	2	CS(=O)(=O)N1CCc2ccc(NC(=O)C3CCCO3)cc2C1 (configuration not stated)	-9	3	7	1
-1	1.4	7	2	-2	1	CC1N=C(SCC(=O)c2ccc(F)cc2)N2C(C)N=C(SCC(=O)c3ccc(F)cc3)N12 (configuration not stated)	-6	2	4	-13
2	-1.5	1	-3	2	-5	COc1ccc(-c2cn3c(C)c(C(=O)Nc4ccncc4)sc3n2)cc1	3	0	2	-15
5	2.4	-8	-8	8	-28	Cc1cc(OCc2cc(C(=O)N(C)Cc3nonc3C)no2)cc(C)c1Cl	-2	-13	8	-19
0	-3.6	3	2	2	0	CCn1nc(-c2ccccc2)c2nc3ccccc3nc21	3	2	-2	-9
-1	1.1	-5	-2	5	-1	COc1ccc(-n2c(SCC(N)=O)nnc2-c2ccccc2F)cc1	2	2	4	-3

# The results go on.
UHRF1 MBD2 ctr	PG9 Ab binder	SIAE inh	LEDGF integ inh	DDE Tn7 FP inh	ABHD4 inh	Compound	TCR CD3 inh	TDP2 absorb	PRMT1 inh	HTRA1 inhibitor
3	1.6	4	-2	1	8	COc1cc(/C=C(\C#N)C(=O)Nc2cccnc2)ccc1OC(C)C	0	-4	0	-1
-2	-1.2	-5	-8	2	-3	O=S1(=O)N=C(N(CCO)/N=C/c2ccccc2F)c2ccccc21	-4	-6	4	1
2	-0.5	-14	-3	10	1	CCOC(=O)c1[nH]c(C)c(C(=O)OCC(=O)N2CCc3ccccc32)c1C	-6	4	1	-2
-2	-0.5	1	4	0	11	O=C(CN1CCSCC1)N/N=C/c1ccc(Cl)cc1	-5	2	-2	.

# Single records (already shown). Order of screens: UHRF1 MBD2 ctr	PG9 Ab binder	SIAE inh	LEDGF integ inh	DDE Tn7 FP inh	ABHD4 inh	TCR CD3 inh	TDP2 absorb	PRMT1 inh	HTRA1 inhibitor
# Record of O=C(Cc1cccc2ccccc12)N1CC[C@@]2(O)CCCC[C@H]2C1 : 5	0.7	-7	2	-6	-9	-2	-15	5	-5
# Record of CC(=O)Nc1ccc(NC(=O)c2nc(-c3ccccc3)oc2C)cc1 : 5	-1.1	-7	-7	3	1	-3	1	3	-4
# Record of CN1CCN(C(=O)CCN2C(=O)c3ccccc3C2=O)CC1 : 0	0.1	-2	-4	3	5	3	12	0	8
# Record of CCc1c(C)nc2cc(-c3ccc(OC)c(OC)c3)nn2c1NCC1CC1 : 0	-0.3	0	1	-3	9	-9	-9	-2	-46
# Record of CCn1nc(-c2ccccc2)c2nc3ccccc3nc21 : 0	-3.6	3	2	2	0	3	2	-2	-9

# Screening results from PubChem.
